# NOD1 NF-kB reporter = inhibition of NOD1-driven NF-kB reporter – cell-based, luminescence, uHTS, primary screen (AID 1578) | NOD1-driven NF-kB luciferase reporter cells, luminescence; higher % means a stronger effect | one-dose inhibition, % at 4 µM; EC50 in µM for titrated hits | 290,000 compounds, 1% hits; in the data active means inhibition mostly above about 36%, no sharp cut-off; inactive means mostly below about 34%;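 further: HEK-293T reporter cells stimulated with the NOD1 agonist gamma-tri-DAP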
# KOR beta-arrestin-1 = kappa opioid receptor blockers – cell-based, luminescence, uHTS (AID 1778); KOR beta-arrestin recruitment, luminescence, antagonist mode; higher % means a stronger effect; inhibition, % at 10 µM; hits with a dose series show IC50 in µM; 290,000 compounds, 0.091% hits; further: strong numbers were not always called active
# KOR beta-arrestin-2 = KOR agonists, beta-arrestin recruitment, primary screen, cell-based, luminescence, uHTS (AID 1777); KOR beta-arrestin recruitment, luminescence; higher % means a stronger effect; one-dose activation, % at 10 µM; EC50 in µM for titrated hits; 280,000 compounds, 0.02% hits; in the data active means activation above about 50%, passing the limit was not always enough; further: a part of the inactive calls stands beside numbers as strong as those of hits
# GPR55 LPI antagonism = inhibition of LPI-stimulated GPR55 beta-arrestin translocation – imaging, U2OS, beta-arrestin-GFP, LPI agonist, primary screen (AID 2013); U2OS GPR55 beta-arrestin-GFP translocation imaging, LPI antagonism; higher % means a stronger effect; inhibition, % at 10 µM, or IC50 in µM where a hit was titrated; 290,000 compounds, 0.13% hits;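 active means spots per cell inhibited over 60%, with over 100 cells counted and total cytoplasm intensity under 500,000; inconclusive means wells with under 100 cells, flagged as likely toxic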;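 further: U2OS cells stably carrying GPR55 and arrestin-GFP stimulated by 5 µM LPI near EC80; imaged beta-arrestin-GFP aggregate spots per cell after agonist stimulation; plate controls were LPI-stimulated DMSO wells for no effect and DMSO wells without LPI for full effect; some results filed as inactive read as strong as hits; confirmed hits need IC50 under 10 µM and bright autofluorescent wells are also inconclusive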
# Large T inhibition = SV40 large T antigen inhibitors, biochemical (AID 1903); SV40 large T antigen ATPase/helicase inhibition assay; higher % means a stronger effect; 310,000 compounds, 0.39% hits; inhibition, % at 20 µM; hits with a dose series show IC50 in µM; in the data active means a potency from the dose series; inconclusive means inhibition mostly from about 32% at the one dose, without a potency; inactive means the rest, 99 in 100 with inhibition below about 32%; further: strong numbers were not always called active
# HEK293 NOD2/NF-kB = inhibition of NOD2-driven NF-kB reporter – cell-based, luminescence, uHTS, HEK293 (AID 1566); 290,000 compounds, 0.63% hits; inhibition, % at 4 µM, or EC50 in µM where a hit was titrated; HEK293 NOD2/NF-kB luciferase reporter, luminescence; higher % means a stronger effect; further: many of its hits are not listed in these tables
# GPR55 activation = GPR55 agonists via beta-arrestin recruitment, primary screen, imaging, U2OS cells, beta-arrestin-GFP redistribution (AID 1961). U2OS GPR55 beta-arrestin-GFP redistribution imaging; higher % means a stronger effect. activation, % at 10 µM; hits with a dose series show EC50 in µM. 290,000 compounds, 0.048% hits;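 active means activation above 40% with more than 50 cells counted in the well; inconclusive means wells holding fewer than 50 cells, flagged as toxic or sparse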;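 further: U2OS osteosarcoma cells stably expressing GPR55 and beta-arrestin-GFP; plate controls were DMSO negative control for no effect and LPI positive control for full effect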
# HIV fusion peptide = cell-free HIV fusion peptide-binding blockers – biochemical, uHTS, fluorescence dequenching, primary screen (AID 1986); 290,000 compounds, 0.3% hits; cell-free peptide binding, fluorescence dequenching, 30 min; higher % means a stronger effect; inhibition, % at 20 µM; hits with a dose series show IC50 in µM; in the data active means inhibition mostly above about 52%, no sharp cut-off; inactive means mostly below about 76%; further: some results filed as inactive read as strong as hits
# MgcRacGAP inhibition = MgcRacGAP GTPase-activating activity inhibitors, confirmation, biochemical, ADP Hunter fluorescence. MgcRacGAP-stimulated Rac1 GTP hydrolysis, ADP Hunter fluorescence; higher % means a stronger effect; GST-tagged Rac1 F28L mutant substrate. inhibition, % at 30 µM, or IC50 in µM where a hit was titrated. 340,000 compounds, 0.6% hits;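 active means first-screen hits whose inhibition reached a set limit at any dose in the follow-up dose series; inconclusive means inhibition above the set first-screen limit but never retested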;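 further: fluorescence reports GDP produced by GAP-driven GTP hydrolysis; strong numbers were not always called active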
# Numbers without * were called inactive; ? = inconclusive; / = no result given; [ ] = another dose, or the depositor's remark. Unless noted, no stated cut-off is given here; in the data, active means inhibition above about 50%; inactive means the rest. This is a subset (hit frequency here may not be typical).
No.	smiles	KOR beta-arrestin-2	NOD1 NF-kB reporter	HEK293 NOD2/NF-kB	HIV fusion peptide	KOR beta-arrestin-1	MgcRacGAP inhibition	GPR55 activation	GPR55 LPI antagonism	Large T inhibition
1	CC(C)(C)c1ccc(-c2noc(CNC(=O)c3ccco3)n2)cc1	-1.7%	10%	12%	-1.2%	1%	-4%	-0.1%	1%	11%
2	Cc1ccc(OCCNC(=O)c2cccc(C)c2)cc1	3.9%	-23%	9%	-0.8%	-8%	7%	0.2%	6%	20%
3	CCn1c(CSc2nc(C)cc(C)n2)nnc1SCC(=O)Nc1nc(-c2ccccc2)cs1	-2.1%	-18%	0%	0.3%	-8%	1%	-0.1%	9%	6%
4	CCc1cc(C(=O)OC)c(N2C(=O)C3C4C=CC(C4)C3C2=O)s1 (configuration not stated)	-0.5%	0%	3%	-0.1%	16%	5%	0.2%	10%	-1%
5	COc1ccc(-c2nnc(NC(=O)CSc3ccc(Cl)cc3)s2)cc1OC	-2.8%	-19%	20%	0.1%	-1%	8%	0.3%	-4%	19%
6	N=C1/C(=C\c2ccc(OC(=O)c3ccc(F)cc3)cc2)C(=O)N=C2SC(N3CCOCC3)=NN12	-0.4%	-9%	-1%	35%	-59%	18%	1.4%	11%	10%
7	CCOC(=O)c1c(C)n(C)c2ccc(OC)c(NS(=O)(=O)c3ccc(Cl)s3)c12	2.1%	19%	18%	-2.5%	7%	3%	0.0%	10%	2%
8	COc1ccccc1N1CCN(CC(=O)Nc2ccc(CN3CCCCC3)cc2)CC1	-3.5%	-13%	-4%	-2.2%	16%	31%	2.3%	3%	-3%
9	O=C(NC1(C(F)(F)F)NC(=O)N(C2CCCC2)C1=O)C1CC1 (configuration not stated)	-2.8%	-27%	-1%	1.9%	0%	4%	0.5%	5%	-3%
10	COCCNC(=O)c1ccc(S(=O)(=O)N2CCCc3ccccc32)cc1	-4.1%	-18%	16%	0.8%	-11%	5%	0.1%	-6%	6%
11	Cc1cc(=O)oc2cc3c(cc12)OCCO3	-11%	0%	8%	1.1%	3%	0%	-0.1%	0%	6%
12	CCSc1nnc(NC(=O)c2ccco2)s1	-3.3%	-28%	-23%	0.4%	0%	9%	-0.1%	5%	-3%
13	COc1ccc(C(=O)C[n+]2cccc3cc(OC)ccc32)cc1	0.1%	-4%	1%	11%	-18%	-35%	-0.1%	2%	4%
14	CCc1ccc(C(=O)Nc2cc3c(cc2Cl)OCCCO3)cc1	-0.2%	29%	-52%	-1.6%	3%	6%	0.2%	15%	1%
15	CN1N=C(c2ccc(Cl)cc2)CC(c2ccc(Cl)cc2)C1=O (configuration not stated)	-0.2%	-1%	8%	-0.9%	14%	1%	1.1%	7%	9%
16	CCNC(=O)CCS(=O)(=O)c1ccc2ccccc2c1	-2.5%	-32%	-1%	1.5%	-7%	15%	-0.4%	3%	5%
17	COc1ccc(/C=N/Nc2nnc(Cc3ccc(OC)c(OC)c3)c(=O)[nH]2)cc1OC	18%	4%	4%	0.9%	-24%	-3%	0.0%	6%	0%
18	COc1ccc(C(=O)NC(=S)NCc2ccccc2)cc1OC	0.3%	-25%	11%	-0.5%	-59%[20 µM]	6%	0.2%	9%	6%
19	NS(=O)(=O)c1ccc(NC(=O)CN2CCCc3ccccc32)cc1	-1.1%	2%	20%	1.9%	10%	0%	-0.1%	14%	3%
20	CC(C)(C)NC(=O)C(c1ccccc1)N(C(=O)c1csnn1)C1CC1 (configuration not stated)	-0.4%	-3%	15%	0.1%	-26%	6%	0.2%	0%	2%
21	COC(=O)c1cc(OC)c(OC)cc1NC(=O)c1c(-c2ccccc2Cl)noc1C	-5.1%	23%	27%	5.6%	8%	6%	-0.2%	3%	22%
22	COC(=O)C1=C(CSc2nc3ccccc3o2)NC(=O)NC1c1cc(C)ccc1C (configuration not stated)	11%	4%	5%	-0.9%	-12%	4%	-0.1%	-10%	4%
23	CC(C)(C)C(=O)NC1(C(F)(F)F)N=C2SCCN2C1=O (configuration not stated)	-2.3%	-28%	10%	1.3%	-9%	12%	0.0%	0%	5%
24	O=C(CC(=O)Nc1ccc(F)cc1)Nc1ccc(F)cc1	-3.1%	-14%	-21%	0.5%	-27%	6%	0.0%	2%	12%
25	COc1cccc(Nc2nc3ccccc3n3cnnc23)c1	-3.6%	-16%	10%	3.1%	-23%	7%	-0.1%	3%	1%
26	CC1CC(C)CN(C(=O)CSc2nnc(-c3ccc(Cl)cc3)o2)C1 (configuration not stated)	4.6%	10%	18%	-0.1%	-21%	-8%	-0.1%	-13%	1%
27	Cc1ccc(-c2nc(N=Nc3ccc(O)cc3)n[nH]2)cc1	2.3%	-3%	21%	1.8%	16%	?	-0.2%	5%	31%
28	CCOC(=O)/C(=N\Nc1ccc(Cl)cc1)c1csc(Nc2ccccc2)n1	-4.6%	17%	3%	0.0%	-5%	8%	0.2%	2%	7%
29	COc1ccc(C(=O)Nc2ccccc2C(=O)N/N=C/c2ccc(O)c(OC)c2)cc1	-0.5%	69%	-37%	14%	12%	28%	-0.1%	16%	22%
30	Cc1nn(C)c(C)c1C1C(C#N)=C(N)Oc2n[nH]c(C)c21 (configuration not stated)	1.5%	-3%	9%	3.8%	8%	6%	0.1%	6%	6%
31	Cc1cc(C)c(S(=O)(=O)NCc2cccs2)cc1C	3.4%	-12%	2%	1.7%	-10%	3%	0.5%	-1%	2%
32	C/C(=N\O)c1ccc(Cl)cc1Cl	0.9%	-11%	5%	1.2%	-6%	5%	-0.1%	3%	5%
33	Cc1occc1C(=O)Nc1ccc([N+](=O)[O-])cc1Br	2.0%	-26%	24%	0.6%	-13%	4%	0.0%	0%	7%
34	Cn1ncc(Cl)c1C(=O)N1CCC(Cc2ccccc2)CC1	-6.1%	6%	4%	1.1%	22%	3%	0.4%	-29%	6%
35	CCCC(=O)Nc1nc(C)c(-c2csc(Nc3ccccc3C)n2)s1	-3.4%	11%	9%	8.9%	4%	9%	-0.3%	4%	13%
36	COc1ccc(NC(=O)c2cc3n(n2)C(C(F)(F)F)CC(c2ccc4c(c2)OCO4)N3)cc1OC (configuration not stated)	2.4%	-21%	17%	-1.2%	5%	5%	0.3%	2%	-6%
37	O=C(NCN1CCN(CCO)CC1)c1cnccn1	7.7%	-15%	2%	1.5%	12%	4%	0.0%	-7%	-7%
38	O=C(COC(=O)Cc1c[nH]c2ccccc12)Nc1cccc2ccccc12	8.4%	-39%	-17%	-1.7%	-22%	2%	-0.2%	-6%	6%
39	Cc1cc(C)n(CC(=O)N/N=C/c2cc([N+](=O)[O-])ccc2O)n1	-4.8%	3%	20%	3.6%	16%	5%	-0.2%	8%	-5%
40	O=C(Cc1cccs1)N1CCN=C1SCc1ccc(F)cc1	-2.7%	28%	16%	-3.1%	-8%	1%	-0.4%	-3%	7%
41	S=C(NCc1ccccc1)Nc1ccc2cn[nH]c2c1	0.0%	-8%	-7%	-1.1%	1%	12%	0.0%	-15%	10%
42	CCOc1[nH]n(-c2ccccc2)c(=O)c1C=NCc1cccnc1	4.8%	-32%	-20%	-0.3%	-41%	9%	-0.2%	-5%	9%
43	O=C(Cn1c(C(=O)N2CCc3ccccc3C2)cc2sccc21)c1ccccc1	1.7%	-30%	-14%	3.7%	26%	7%	-0.2%	6%	3%
44	CCN(CC)S(=O)(=O)c1ccc2oc(Nc3ccccc3)nc2c1	-1.6%	-50%	-28%	5.0%	-3%	10%	0.2%	9%	11%
45	CC1(C)Cc2c(c(-c3ccccc3)[nH]c(=O)c2C#N)CO1	-3.0%	2%	-8%	-3.5%	39%	11%	0.3%	-5%	15%
46	O=C1c2ccccc2C(=O)c2c(NCCCN(CCO)CCO)cccc21	3.9%	-36%	3%	-1.8%	-20%	/	-0.1%	-25%	13%
47	Cc1cc(NC(=O)c2c(-c3c(F)cccc3Cl)noc2C)no1	3.1%	8%	-32%	-2.5%	35%	9%	0.0%	7%	-2%
48	O=C(CSc1ccc(Br)cc1)N1CCOCC1	0.8%	-10%	0%	1.4%	-1%	8%	0.0%	6%	7%
49	C[C@@H]1NC(=O)c2cc([N+](=O)[O-])cc(I)c2NCCCC[C@@H](C(N)=O)NC(=O)[C@H](CC(N)=O)NC1=O	2.1%	8%	17%	6.3%	-47%	13%	-0.3%	-5%	11%

# Structures shown so far containing fluorine, in the order listed:
No.	smiles	KOR beta-arrestin-2	NOD1 NF-kB reporter	HEK293 NOD2/NF-kB	HIV fusion peptide	KOR beta-arrestin-1	MgcRacGAP inhibition	GPR55 activation	GPR55 LPI antagonism	Large T inhibition
6	N=C1/C(=C\c2ccc(OC(=O)c3ccc(F)cc3)cc2)C(=O)N=C2SC(N3CCOCC3)=NN12	-0.4%	-9%	-1%	35%	-59%	18%	1.4%	11%	10%
9	O=C(NC1(C(F)(F)F)NC(=O)N(C2CCCC2)C1=O)C1CC1 (configuration not stated)	-2.8%	-27%	-1%	1.9%	0%	4%	0.5%	5%	-3%
23	CC(C)(C)C(=O)NC1(C(F)(F)F)N=C2SCCN2C1=O (configuration not stated)	-2.3%	-28%	10%	1.3%	-9%	12%	0.0%	0%	5%
24	O=C(CC(=O)Nc1ccc(F)cc1)Nc1ccc(F)cc1	-3.1%	-14%	-21%	0.5%	-27%	6%	0.0%	2%	12%
36	COc1ccc(NC(=O)c2cc3n(n2)C(C(F)(F)F)CC(c2ccc4c(c2)OCO4)N3)cc1OC (configuration not stated)	2.4%	-21%	17%	-1.2%	5%	5%	0.3%	2%	-6%
40	O=C(Cc1cccs1)N1CCN=C1SCc1ccc(F)cc1	-2.7%	28%	16%	-3.1%	-8%	1%	-0.4%	-3%	7%
47	Cc1cc(NC(=O)c2c(-c3c(F)cccc3Cl)noc2C)no1	3.1%	8%	-32%	-2.5%	35%	9%	0.0%	7%	-2%

# Some entries already given with just NOD1 NF-kB reporter.
nr	canonical_smiles	NOD1 NF-kB reporter
33	Cc1occc1C(=O)Nc1ccc([N+](=O)[O-])cc1Br	-26%
45	CC1(C)Cc2c(c(-c3ccccc3)[nH]c(=O)c2C#N)CO1	2%

# Screening data (PubChem)
